From PubChem
Polio RdRp inh: inhibitors of poliovirus RNA polymerase binding and polymerization; P03300; poliovirus polymerase elongation, fluorescence polarization; active compounds read low; % elongation, % (compound at 16.7 µg/mL); actives 0.66% (n = 150,000); in the data active means % elongation below about 90%; further: some results filed as inactive read as strong as hits
Target sequence (P03300 1749-2209 limits assumed): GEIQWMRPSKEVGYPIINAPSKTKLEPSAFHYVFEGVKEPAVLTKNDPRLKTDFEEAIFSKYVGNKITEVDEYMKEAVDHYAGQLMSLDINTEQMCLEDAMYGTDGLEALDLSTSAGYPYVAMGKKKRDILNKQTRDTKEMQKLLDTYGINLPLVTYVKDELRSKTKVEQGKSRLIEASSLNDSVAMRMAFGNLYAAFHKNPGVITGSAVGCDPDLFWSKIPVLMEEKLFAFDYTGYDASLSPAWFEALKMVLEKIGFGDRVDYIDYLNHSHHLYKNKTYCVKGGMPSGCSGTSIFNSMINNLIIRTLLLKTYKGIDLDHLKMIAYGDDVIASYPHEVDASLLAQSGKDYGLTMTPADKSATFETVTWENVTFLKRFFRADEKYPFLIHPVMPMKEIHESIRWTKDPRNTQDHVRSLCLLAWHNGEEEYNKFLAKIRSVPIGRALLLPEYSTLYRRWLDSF
Polio RdRp inh FP z-score: recorded beside Polio RdRp inh, whose call it bears; z-score; measured here: FP z-score; hits read low
Active calls of the source: *; & = joins results of further samples. The list is partial; count on the stated rates, not on these rows.

SMILES	Polio RdRp inh	Polio RdRp inh FP z-score
Cc1ccc(C)c(NC(=O)Cn2c(=O)n(-c3ccccc3C)c(=O)c3c2c2cc(C)ccc2n3C)c1	103.0	-1
O=C(CN1C(=O)CSc2ccc(S(=O)(=O)N3CCCCC3)cc21)NCc1ccc(F)cc1Cl	116.0	1.5
N#Cc1ccc(NC(=O)CS(=O)(=O)c2ccccc2)cc1	100.0	-0.7
Cc1ccccc1-c1nnc(CN2CCN(c3ccccn3)CC2)o1	107.0	0.5
CN(Cc1ccccc1)C(=O)c1ccccc1Cl	102.0	-0.1
CC(Oc1ccc(C(C)C)cc1)C(=O)Nc1nccs1 (configuration not stated)	101.0	-0.6
CCOc1ccc(CCNC(=O)C2CCN(S(C)(=O)=O)CC2)cc1OCC	104.0	1.6
CC(=O)O/N=C(\N)c1nccnc1Sc1ccc(Cl)cc1	101.0	-0.4
CCc1cccc(NC(=O)Cn2c(=O)ccc3cc(S(=O)(=O)N4CCC(C)CC4)ccc32)c1	104.0	-0.7
CCOc1ccc(NS(=O)(=O)c2ccc3[nH]cc(C(=O)NCCOC)c(=O)c3c2)cc1	111.0	0.5
CC1=C(C(N)=O)C(c2cccc(C)c2)n2nc(-c3cccc(C)c3)nc2N1 (configuration not stated)	106.0	0.4
O=C(CN1CC(=O)Nc2ccccc21)Nc1cccc(Cl)c1	107.0	0.7
Cc1c(C(=O)NC2CCCc3ccccc32)oc2ccc(S(=O)(=O)N3CC(C)CC(C)C3)cc12 (configuration not stated)	98.0	-0.3
O=C(NCC1(c2ccccc2)CCCC1)c1ccc(Cl)cc1	107.0	0.4
CCC(C)NC(=O)Cn1c(=O)n(-c2ccc(Cl)c(Cl)c2)c(=O)c2c(C)c(C)sc21 (configuration not stated)	100.0	-0.4
Cc1ccc(-c2noc(CNc3ccc(Oc4ccccc4)cc3)n2)cc1	100.0	-0.5
Cc1cccc(N2CCN(C(=O)Cn3ncc4c5ccccc5n(C)c4c3=O)CC2C)c1 (configuration not stated)	111.0	0.3
CCOC(=O)N1CCc2c(sc3c2c(=O)n(CCc2ccccc2)c(=O)n3Cc2c(F)cccc2Cl)C1	106.0	0.5
C=CCN(CC=C)S(=O)(=O)c1ccc(NC(=O)Nc2ccccc2)cc1	99.0	-1
Cc1ccccc1COc1ccccc1C(=O)O	103.0	0.2
Cc1ccc2c(C)c(C(=O)N(Cc3ccc(Cl)cc3)C3CCS(=O)(=O)C3)oc2c1 (configuration not stated)	108.0	0.7
COC(=O)NN1CC(O)=C(c2nc(-c3ccc(F)cc3)cs2)C1=N	105.0	0.3
COc1ccccc1CN1CCN(C2CCN(C(=O)NC(C)C)CC2)C(=O)C1=O	108.0	0.5
Cc1ccc(-c2csc3nc[nH]c(=S)c23)cc1	101.0	0
O=C(Nc1cccnc1)c1ccccc1O	105.0	0.6

Three compounds drawn at random from those above, as already listed:
SMILES	Polio RdRp inh	Polio RdRp inh FP z-score
CCC(C)NC(=O)Cn1c(=O)n(-c2ccc(Cl)c(Cl)c2)c(=O)c2c(C)c(C)sc21 (configuration not stated)	100.0	-0.4
Cc1ccc2c(C)c(C(=O)N(Cc3ccc(Cl)cc3)C3CCS(=O)(=O)C3)oc2c1 (configuration not stated)	108.0	0.7
CCOc1ccc(NS(=O)(=O)c2ccc3[nH]cc(C(=O)NCCOC)c(=O)c3c2)cc1	111.0	0.5

(continued)
SMILES	Polio RdRp inh	Polio RdRp inh FP z-score
Cc1ccccc1C(=O)Nc1nnc(S(=O)(=O)N2CCCc3ccccc32)s1	115.0	1.5
COc1ccc2oc(=O)c(-c3nc(-c4cc(OC)c(OC)c(OC)c4)no3)cc2c1	114.0	-0.1
Cc1ccc2c(Sc3ccc(Cl)cc3)c(C(=O)O)[nH]c2c1	101.0	-0.9
CSc1sc(C(=O)NN)cc1S(=O)(=O)C(C)C	101.0	-0.9
NC(=O)c1ccccc1OCC(=O)O	101.0	0
COc1cc(/C=C/c2nc3cc(Cl)ccc3c(=O)n2-c2cccc(C(F)(F)F)c2)cc(OC)c1OC	111.0	0.7
Cc1ncoc1C(=O)NCCC(c1ccccc1)c1ccccc1	101.0	-0.1
COc1ccc(CNC(=O)c2ccc(CNS(=O)(=O)c3ccc(OC)cc3)cc2)cc1	110.0	0.3
COc1ccc(C(=O)CSc2nc3ccc(OC)cc3[nH]2)cc1	101.0	-0.1
CCOc1ccc(NC(=O)CCN2C(=S)NC(C)(C)CC2C)cc1 (configuration not stated)	99.0	-1.2
CCCCC[C@H](O)CC(=O)CCc1ccc(O)c(OC)c1	98.0&99.0	-1.1&-0.2
Cc1ccc(NS(=O)(=O)CC23CCC(CC2=O)C3(C)C)c(Br)c1 (configuration not stated)	101.0	0
COc1ccc(NC(=O)Nc2sc3nc4n(c(=O)c3c2C)CCC(C)CC4)cc1OC (configuration not stated)	109.0	0.9
Cc1ccccc1N(C)C(=O)c1noc2c1COc1ccccc1-2	115.0	0.4
CCOc1ccc(CNC(=O)Cn2cc3c(n2)-c2c(oc(C(=O)N4CCCC4)c2C)CC3)cc1	110.0	0.6
O=c1c(-c2cc3ccccc3o2)[n+]([O-])c2ccccc2n1O	74.0	-7.1
Fc1ccc([C@@H]2CCNC[C@H]2COc2ccc3c(c2)OCO3)cc1	99.0	0
COC(=O)c1sccc1N=CC1=C(O)CC(C)(C)CC1=O	107.0	0.3
O=S(=O)(Nc1ccccn1)c1cccs1	103.0	0.5
COc1ccccc1CNC(=O)C1(c2cccs2)CCOCC1	106.0	-0.2
Cc1cccc(C)c1NC(=O)C1NC(=O)CC1c1ccccc1 (configuration not stated)	104.0	0.6
Cn1c(=O)c(=O)n(C)c2cc(N3CCCCC3)c(NS(=O)(=O)c3ccc(Br)s3)cc21	101.0	0.1
COc1cc2nc(CN3CCOCC3)n(CC(=O)NCC(F)(F)F)c(=O)c2cc1OC	103.0	0.1
CCCCCCCCCCC1=C(C)C(=O)C(OC)=C(OC)C1=O	104.0&103.0	1&0.7
CC(C)c1ccc(NC(=O)c2cccs2)cc1	103.0	0.4
The results go on:
SMILES	Polio RdRp inh	Polio RdRp inh FP z-score
C=C1SC(=Nc2ccccc2Cl)N(C(=O)c2cc(OC)c(OC)c(OC)c2)C1(C)C	102.0	-0.2
CCN1CCN(CCNC(=O)c2ccc(NC(=O)C3=CSCCO3)cc2)CC1	101.0	-0.2
Cc1nnc(N2CCC(C(=O)NCc3ccc(F)cc3)CC2)c2nn(-c3ccc(Cl)cc3)c(C)c12	106.0	0.1
C#CCN1CCOCC1	102.0	0
CCOc1ccc(CCNc2nc(-c3ccc(OC)c(OC)c3)no2)cc1	104.0	0.3
Cn1c(=O)c2[nH]cnc2n(-c2ccccc2)c1=O	100.0	-0.7
CCOC(=O)c1c(C)n(-c2ccccc2)c2ccc(OC(=O)c3ccc(OCC)c(OCC)c3)cc12	108.0	1
CCn1c2ccccc2c2cc(C(N)=O)ccc21	103.0	0.3
COc1ccc(CN(C)Cc2cc(=O)n3ccsc3n2)c(OC)c1OC	100.0	-0.4
CCOc1ccc(NC(=O)CSc2ccc3ccccc3n2)cc1	109.0	1.3
C=C1N(C)c2cc(CN3C(=O)c4ccccc4C3=O)ccc2C1(C)C	45.0	-4.6
CCOC(=O)c1c(N2C(=O)C3C4C=CC(O4)C3C2=O)sc2c1CCCC2 (configuration not stated)	107.0	2.1
COc1ccc(C(=O)OCc2ccccn2)cc1	104.0	-0.1
CCc1cc2c(=O)n(-c3ccccc3)cnc2s1	101.0	0
O=C(Nc1ccccc1)Nc1c2c(nc3c1CCC3)CCCC2	104.0	0.4
COc1ccc(NC(=O)c2cnn(-c3ccccc3)c2NC(=O)c2ccccc2F)c(OC)c1	107.0	0.3
COc1ccccc1C(=O)Nc1ccc(C)cc1	100.0	-0.1
O=c1oc2ccccc2n1CCc1nnc(-c2ccccc2)o1	100.0	-0.1
COc1ccc2c(CC(=O)Nc3ccnn3CC(C)C)coc2c1	100.0	-0.1
CCN(c1ccccc1)S(=O)(=O)c1ccc(N2CCN(c3ccccn3)CC2)nc1	99.0	-0.5
Cc1cc(C)cc(NS(=O)(=O)c2ccc3[nH]cc(C(=O)NCCC4=CCCCC4)c(=O)c3c2)c1	101.0	-0.6
COCCNc1oc(-c2ccccc2)nc1S(=O)(=O)c1ccc(Cl)cc1	99.0	-0.2
CCC(C)NC(=O)COc1cccc(C)c1C (configuration not stated)	99.0	-0.6
CC(=O)NCCCc1ccc(-c2csc(N)n2)cc1	103.0	0.1
Cn1c(SCc2ccccc2)nc2c([nH]c3ccccc32)c1=O	97.0	-0.4
Next part:
SMILES	Polio RdRp inh	Polio RdRp inh FP z-score
CC(C)N(C(=O)CSc1nnnn1-c1ccccc1)C(C)C	102.0	0.3
O=C(Nc1nc(-c2ccc(OC(F)(F)F)cc2)no1)NN1CCCCC1	101.0	-0.6
CC1CC(C)CN(C(=O)COC(=O)c2ccc(N3CCCC3=O)cc2)C1 (configuration not stated)	107.0	0.4
CC1CCCCN1C(=O)c1ccc(C(=O)N2CCCCC2C)cc1 (configuration not stated)	104.0	0.4
CC(C)c1nn2c(=O)cc(COC(=O)c3ccco3)nc2s1	110.0	0.7
CCc1ccc(-n2c(=O)c3c4c(sc3n(Cc3ccc(C)cc3)c2=O)CCC4)cc1	104.0	-0.6
CCOC(=O)c1ccc(N2C(=O)c3n[nH]c(-c4ccco4)c3C2c2cccc(OC)c2)cc1 (configuration not stated)	108.0	0.2
CCOC(=O)C1CCN(C(=O)c2ccc3c(=O)n4nc(Nc5cc(C)ccc5C)sc4nc3c2)CC1	107.0	0.2
CCCn1c(=O)sc2cc(NC(=O)c3ccccc3OCC)ccc21	115.0	0.8
Cc1ccc2sc(N(CCCN(C)C)C(=O)c3ccco3)nc2c1C	97.0	-1.9
CCN(CC)S(=O)(=O)c1ccc(CNC(=O)c2ccc[nH]2)cc1	107.0	0.7
CCN(CC)C(=O)CC1(CC(=O)N(CC)CC)C(=O)N(C)C(=O)N(C)C1=O	105.0	0.7
CCOC(=O)c1c(NC(=O)NC(C)(C)C)sc2c1CCN(C)C2	97.0	-1.2
Cc1ccc(CNC(=O)CSc2n[nH]c(-c3ccc(F)cc3)n2)cc1	103.0	-1.1
Cc1cc(C)cc(NC(=O)c2cc(CN3CCCC3)on2)c1	102.0	-1
CCSc1nnc(-c2cc(-c3cccs3)nc3ccccc23)o1	101.0	-0.3
CN(C)C(CNC(=O)c1ccccc1SCC(=O)NCc1ccco1)c1ccccc1 (configuration not stated)	99.0	-0.3
O=C(NCCc1csc(-c2ccc(F)cc2)n1)c1cccs1	102.0	-1.2
CN1CCC(N)CC1	98.0	-0.4
CCN1/C(=C2/SC(=S)N(C)C2=O)Sc2ccc(S(=O)(=O)C(F)(F)F)cc21	102.0	0.1
NC(Cc1c[nH]c2ccccc12)C(=O)O (configuration not stated)	99.0&100.0	-0.3&0
CCn1c(=O)cc(OCC(=O)N2CCN(c3ccccc3OC)CC2)c2ccccc21	109.0	1.1
O=C(CN1CCCCCCC1)N/N=C/c1ccccc1C(F)(F)F	100.0	-0.1
N=C1/C(=C/c2ccc(F)cc2)C(=O)N=C2SC(C(F)(F)F)=NN12	103.0	0.4
S=c1nc2ccccc2c2nc(COc3ccccc3Br)[nH]n12	102.0	0.4
Following part:
SMILES	Polio RdRp inh	Polio RdRp inh FP z-score
S=C(SCc1ncon1)N1CCOCC1	96.0	-2.2
COc1ccc(CCNC(=O)CCCn2c(=O)c3ccccc3n(Cc3c(C)cc(C)cc3C)c2=O)cc1OC	103.0	-1
CC(C)COc1ccccc1C(=O)NC(CO)C(=O)O (configuration not stated)	101.0	-0.2
Cc1ccccc1N1C(=O)C(Cc2ccccc2)N=C1N(CCCN1CCOCC1)Cc1ccco1 (configuration not stated)	100.0	-0.3
CC(C)Cn1c(-c2ccccc2Cl)nc2ccccc21	110.0	0.5
CCOC(=O)c1cnc(-c2cccs2)nc1Nc1ccc(C)cc1	107.0	0.7
CC1Cc2cc(S(=O)(=O)NCCC(=O)Nc3ccc(F)cc3F)ccc2N1C(=O)C1CC1 (configuration not stated)	100.0	-0.7
CC1(C)CC(NS(=O)(=O)c2ccc(S(=O)(=O)N3CCOCC3)cc2)CCO1 (configuration not stated)	102.0	0
Cc1ccc(N(C)C(CNS(=O)(=O)c2ccccc2)c2ccccc2)cc1 (configuration not stated)	112.0	1
CC(C)CN(CC(C)C)Cn1nc(-c2cccc(S(=O)(=O)N3CCOCC3)c2)oc1=S	107.0	0.4
CN(C)S(=O)(=O)c1ccc(NCC(=O)Nc2ccc(SC(F)F)cc2)cc1	101.0	-0.3
C=CCc1c(C)nc2nc(SCC(=O)Nc3ccc(C)c(C)c3)nn2c1C	113.0	0.8
CCNC(=S)N/N=C/c1ccc(C#N)cc1	104.0	0.3
CCCCn1c(SCC(=O)c2cc(C)n(C)c2C)nc2cc(S(N)(=O)=O)ccc21	103.0	0
CC(C)C(NS(=O)(=O)c1ccccc1)C(=O)NC1CCCC1 (configuration not stated)	102.0	0.3
CN(C)c1ccc(-c2nc3ccc4ccccc4c3c3c2CCC3)cc1	99.0	-0.5
CC1Oc2c(C(=O)O)cccc2C1C (configuration not stated)	102.0	0
Cc1ccc(C2N3CC4(C)CN2CC(c2ccccc2)(C3)C4=O)cc1 (configuration not stated)	109.0	0.6
CC1CCN(c2nc3c(S(=O)(=O)c4ccccc4)nnn3c3ccsc23)CC1	100.0	-0.8
COc1cccc(CN2c3cccc4cccc(c34)S2(=O)=O)c1	99.0	-0.5

One compound at a time (already shown):
`CCNC(=S)N/N=C/c1ccc(C#N)cc1` is entered as Polio RdRp inh: 104.0; Polio RdRp inh FP z-score: 0.3
`Cc1ccc(N(C)C(CNS(=O)(=O)c2ccccc2)c2ccccc2)cc1` (configuration not stated) is entered as Polio RdRp inh: 112.0; Polio RdRp inh FP z-score: 1
`CCCCn1c(SCC(=O)c2cc(C)n(C)c2C)nc2cc(S(N)(=O)=O)ccc21` is entered as Polio RdRp inh: 103.0; Polio RdRp inh FP z-score: 0
